# Assay outcomes: PubChem BioAssay, several laboratories
# MBD2 inh = inhibitors of human MBD2 binding to methylated oligonucleotide | Q9UBB5 | inhibition, % at 4.4 µM | TR-FRET | 370,000 tested, 0.31% active; in the data active = inhibition above about 13%
# HTRA1 inh = blocks human HTRA1 serine peptidase; Q92743; recombinant HTRA1, FP-rhodamine activity-based probe, fluorescence polarization; inhibition, % at 5.96 µM; 340,000 tested, 0.5% active; AID 504803; in the data active = inhibition above about 36%;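 also: 0% = enzyme with DMSO and 100% = wells lacking enzyme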
# UHRF1 MBD2 ctr = UHRF1 methyl-DNA binding inhibition; UHRF1 binding to methylated oligo, TR-FRET; inhibition, % at 4.4 µM; 370,000 tested, 0.75% active; AID 687016; in the data active = inhibition above about 21%;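 also: UHRF1 SRA domain binding a hemimethylated CpG hairpin DNA probe; 0% = median of test compound wells and 100% = reference inhibitor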
# rCAG binder = r(CAG) repeat RNA binding. TO-PRO-1 dye displacement fluorescence. inhibition, % at 3 µM. 370,000 tested, 1.3% active;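 active = inhibition above the plate cutoff, the mean of all test compounds on that plate plus 3 SD, cut at about 35% in these data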;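 also: 0% = DMSO alone and 100% = 100 µM mitoxantrone as full dye displacement; higher means more dye released from RNA so lower well fluorescence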
# PRMT1 FP inh = blocks human protein arginine methyltransferase 1; inhibition, % at 2.79 µM; Q99873; 370,000 tested, 1.3% active; recombinant PRMT1, activity-based probe fluorescence polarization;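 active = inhibition above about 21% made by adding two undisclosed values, limit read from the data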
# Target sequence (Q99873 whole entry, looked up): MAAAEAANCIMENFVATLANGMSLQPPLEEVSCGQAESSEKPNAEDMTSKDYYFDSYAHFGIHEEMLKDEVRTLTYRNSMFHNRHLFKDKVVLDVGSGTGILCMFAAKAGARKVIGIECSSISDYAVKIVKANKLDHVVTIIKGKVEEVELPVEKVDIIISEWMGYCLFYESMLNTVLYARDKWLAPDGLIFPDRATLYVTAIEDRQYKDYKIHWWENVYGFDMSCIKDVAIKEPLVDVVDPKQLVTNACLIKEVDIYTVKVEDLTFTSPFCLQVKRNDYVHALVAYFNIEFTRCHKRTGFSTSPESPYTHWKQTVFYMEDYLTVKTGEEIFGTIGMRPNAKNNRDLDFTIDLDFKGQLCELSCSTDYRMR
# mABHD4 FP = inhibits mouse alpha/beta hydrolase domain 4; purified mABHD4, FP-Rh probe fluorescence polarization; inhibition, % at 8.92 µM; 370,000 tested, 0.54% active;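 active = inhibition exceeding the mean over every tested compound plus 3 SD, cut at about 30% in these data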;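 also: 0% = plate median of compound wells and 100% = S159A mutant with DMSO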
# Target sequence (Q8VD66 whole entry, looked up, the tested form may be a part): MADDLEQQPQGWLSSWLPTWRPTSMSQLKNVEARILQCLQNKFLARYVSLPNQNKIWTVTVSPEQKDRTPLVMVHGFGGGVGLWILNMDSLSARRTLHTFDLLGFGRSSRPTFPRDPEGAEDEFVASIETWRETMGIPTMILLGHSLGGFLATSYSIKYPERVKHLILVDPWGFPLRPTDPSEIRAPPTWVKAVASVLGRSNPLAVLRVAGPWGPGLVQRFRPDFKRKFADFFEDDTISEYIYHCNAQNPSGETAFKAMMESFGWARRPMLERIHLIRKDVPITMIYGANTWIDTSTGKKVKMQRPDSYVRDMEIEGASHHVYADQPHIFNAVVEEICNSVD
#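 system = mouse ABHD4 enzyme, wild type | medium = HEPES pH 7.0, NaCl, Pluronic buffer | also added = FP-Rh probe | incubation = Enzyme–compound pre-incubation 45 min, then probe 60 min, both 25 °C | technique = fluorescence polarization, excitation 525 nm, emission 598 nm, BODIPY TMR filters | controls = S159A mutant high control, sample median low control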
# Rev-erbA mod = modulators of human Rev-erb alpha DNA binding; Rev-erbα–FITC-DNA binding, fluorescence polarization, 90 min; activity, % at 10 µM; 370,000 tested, 0.79% active; AID 1259318;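 active = activity above about 14%, limit read from the data; passing the limit was not always enough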;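 also: 0% = DMSO wells with 35 nM protein and 100% = DMSO wells with 750 nM protein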
# LEDGF integ inh = blocks HIV-1 LEDGF/p75-dependent DNA integration; TR-FRET IN-LEDGF/p75 DNA integration, Eu/Cy5; inhibition, % at 3.7 µM; 370,000 tested, 0.64% active;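 active = inhibition above the screen-wide mean plus 3 SD, cut at about 13% in these data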;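 also: signal is the Cy5 over europium emission ratio at 671 and 618 nm; 0% = plate median of compound wells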
# TCR-CD3 inh = inhibitors of human TCR-CD3 interaction | TAMRA-labeled TCR probe fluorescence, biochemical | inhibition, % at 9.4 µM | 360,000 tested, 0.37% active | AID 651800; in the data active = inhibition above about 19%;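 also: recombinant mutant TCR 2C K166C tagged with TAMRA read by polarization; 0% = receptor in buffer alone and 100% = receptor with positive control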
# PG9 Ab binder = small molecules binding HIV-1 gp120 antibody PG9; inhibition, % at 6.7 µM; 360,000 tested, 0.43% active; TR-FRET gp120-PG9 antibody binding; AID 624416; in the data active = inhibition above about 8.5%
# * = called active by the depositor; nt = no result given. An excerpt; count on the stated rates, not on these rows.
SMILES,MBD2 inh,HTRA1 inh,UHRF1 MBD2 ctr,rCAG binder,PRMT1 FP inh,mABHD4 FP,Rev-erbA mod,LEDGF integ inh,TCR-CD3 inh,PG9 Ab binder
COc1ccc(S(N)(=O)=O)cc1C(=O)OCC(=O)NC(C)(C#N)C1CC1 (configuration not stated),2,-4,3,0,-4,-3,-2,4,-5,-2.3
Cc1n[nH]c(C)c1CCC(=O)N/N=C/c1c[nH]c2ccccc12,2,2,2,-3,5,6,2,-3,-5,-1.7
O=C1C2C3C=CC(C3)C2C(=O)N1c1nccs1 (configuration not stated),-5,7,3,2,-4,-7,-4,3,-3,-3.4
Cc1ccc2c(c1)N=C(c1ccc(Cl)cc1)CO2,-2,-10,-4,2,0,4,0,-2,11,-2.5
NS(=O)(=O)c1cc(C(=O)OCCNC(=O)c2ccccc2)c(Cl)cc1Cl,2,3,-1,3,-1,-1,-2,6,3,-1.8
O=C(CCCSc1nc2ccccc2[nH]1)N1CCN(c2ccccc2)CC1,-3,-4,-2,-3,-2,-1,0,3,7,-3.6
COc1ccc(S(=O)(=O)NC2CC3CCC2C3)cc1Cl (configuration not stated),0,-14,-3,0,1,-2,-3,2,10,-2.7
CC(=O)Nc1ccc(-c2ccnc3c2CC(C)(C(=O)Nc2ccc4c(c2)OCO4)O3)cc1 (configuration not stated),2,nt,1,3,3,-8,1,-4,-3,0.0
Cc1cc(C)nc(Nc2n[nH]c(-c3ccccc3Br)n2)n1,-4,-2,-1,1,-1,1,-1,0,-3,-3.0
COc1ccccc1-n1c(CNC(=O)COc2ccccc2)n[nH]c1=S,1,-3,1,-1,1,10,-4,-2,-3,-0.4
Cc1cc(C)c2cc(CN(CCO)C(=O)NC3CCCCC3)c(=O)[nH]c2c1,2,3,0,1,0,-2,-3,0,1,-0.8
COc1ccccc1C=NNC(=O)CSc1nc2ccccc2n1Cc1ccc(Cl)cc1,-1,nt,0,10,-2,-12,-6,-3,nt,nt
O=C(CN1CCN(Cc2ccccc2)CC1)Nc1ccc(Cl)cn1,4,0,-3,-7,-1,-1,0,1,6,0.1
COc1cc(-c2nc3sc(C)c(C)c3c(=O)o2)cc(OC)c1OC,-2,0,-1,3,0,5,31*,-3,10,0.9
CCOC(=O)N1CCN(S(=O)(=O)N2CCCC(C(=O)NCCc3ccc(C)cc3)C2)CC1 (configuration not stated),-7,4,0,-5,4,4,0,2,1,3.2
C=C(C)CN=C1NN=C(c2cc(C)n(-c3ccc(C)cc3)c2C)CS1,0,2,-3,10,0,9,-5,-4,5,-2.8
CSc1nc(Cl)cc(Nc2ccccc2N)n1,1,-4,-1,3,0,-5,-3,-4,3,-0.5
COC(=O)C1CCN(C(=O)c2ccc(Cl)c(S(=O)(=O)NCc3cccnc3)c2)CC1,-3,3,3,-1,0,0,-5,4,-3,-2.2
CCOC(=O)C1CCN(S(=O)(=O)C(F)(F)c2nc3ccccc3s2)CC1,-1,-10,1,-6,12,4,-3,-1,12,-0.7
Cc1cc(NC(=O)Nc2cccc(Cl)c2)no1,-1,-17,1,3,1,0,2,-1,-4,-2.5
Cc1ccc(-c2csc(N/N=C/c3ccco3)n2)c(C)c1,1,4,-3,9,3,11,3,0,6,-2.1
CC(Oc1ccc(Cl)cc1)C(=O)NNC(=S)NC(=O)c1ccco1 (configuration not stated),-2,7,-5,18,1,4,-4,1,2,-1.4
COc1ccc(OC)c(CNC(=O)C2CCCN(S(=O)(=O)N3CCC(C)CC3)C2)c1 (configuration not stated),1,-7,8,-8,4,-7,0,-1,1,-0.7
COc1ccc2oc(=O)c(N3C(=O)c4ccccc4C3=O)cc2c1,-1,4,0,3,1,0,-3,1,4,0.0
O=[N+]([O-])c1ccccc1S(=O)(=O)N1CCN(CC2CC3C=CC2C3)CC1 (configuration not stated),3,0,-1,-7,-3,7,0,-1,10,-1.9
O=C(NCCC(=O)N1CCN(c2ccccn2)CC1)c1ccc(Br)cc1,1,1,4,-3,-1,-2,-5,2,-1,-1.0
CCC(=O)N(C)C[C@@H]1Oc2cc(Br)ccc2S(=O)(=O)N([C@@H](C)CO)C[C@@H]1C,3,-1,1,-1,0,9,-2,-2,-1,0.1
Cc1ccc(C)c(C(=O)COC(=O)c2ccc(Br)o2)c1,2,-27,2,-5,3,-6,-1,-5,-6,-0.2
CN(C)S(=O)(=O)c1ccc(C(=O)NNC(=O)c2ccccc2-n2cccc2)cc1,3,3,-2,4,1,1,-2,0,0,-0.8
COC(=O)C(C)Sc1nc2c(c(=O)n(C)c(=O)n2C)n1Cc1cccc(C)c1 (configuration not stated),-5,1,3,-5,-2,-4,3,-1,3,0.0
CSCc1cc(N(C)C)nc(SCc2ccc(Cl)c(Cl)c2)n1,1,-37,6,-1,4,-6,-1,6,9,-0.2
O=C(Oc1ccc2c(c1)OCO2)C12CC3CC(CC(C3)C1)C2,-1,-2,1,-3,0,7,1,0,2,-2.2
Cn1c(=O)[nH]c(N)c(Br)c1=O,-6,0,0,1,-5,-1,4,4,7,-0.2
CCCCN1C(=O)C(O)(CC(=O)c2ccco2)c2cc(Br)ccc21 (configuration not stated),3,-9,3,1,3,0,-6,-1,-7,0.3
Cc1cc(/C=N/n2cnnc2)c(C)n1-c1cc(Cl)ccc1Cl,11,1,5,-2,0,-5,6,1,-6,-0.2
COc1ccc(CN2CCN(C(=O)Cn3c(=O)oc4cc(Cl)ccc43)CC2)c(OC)c1OC,3,1,-1,1,-5,3,-2,2,0,-0.3
Cc1cccn2c(=O)c(C=O)c(N3CC(C)OC(C)C3)nc12 (configuration not stated),7,9,8,-2,3,-14,-5,7,1,1.9
COc1ccc2cc(S(=O)(=O)N3CCCC3)ccc2c1,2,4,2,0,1,4,-5,1,3,0.5
Cc1noc(/C=C/N(C)C)c1S(=O)(=O)N1CCCC(C(=O)NCc2ccccc2Cl)C1 (configuration not stated),2,-30,1,24,-5,-12,-4,5,4,-2.6
CCOC(=O)c1c(C)[nH]c(C(=O)CSc2nc(C)cc(C)n2)c1C,-5,-11,-1,0,-3,-6,6,0,3,1.1
CC1(C(=O)NS(=O)(=O)c2ccc(F)cc2F)CCN1C(=O)C1(c2ccc(Cl)cc2)CCC1 (configuration not stated),-6,nt,0,33,-2,5,-1,1,-2,-0.6
CCC1NC(=O)c2cc3ccccc3cc2-n2c1nc1cc(C)cc(C)c1c2=O (configuration not stated),3,-24,0,1,-1,-4,-11,-3,-3,-2.0
Nn1c(SCc2ccccc2)nc2ccccc21,0,2,-1,4,-1,-5,1,0,-6,-0.8
CN(C)c1ccc(Nc2ncnc3ccc(Br)cc23)cc1,1,12,-5,7,0,9,4,0,5,-14
Cn1c(N2CCOCC2)c(C#N)c2ccccc21,2,1,1,0,-2,2,3,-1,6,-0.4
COc1ccc(CCNC(=O)CSc2n[nH]c(N)n2)cc1OC,1,-8,2,-3,4,-2,1,-2,-1,1.0
CCNC(=O)C1(C)CCCN(Cc2csc3ccccc23)C1 (configuration not stated),1,nt,2,0,7,-5,8,-1,-2,1.3
CC(C)OCCCNC(=O)c1ccc(C2SCC(=O)N2Cc2ccco2)cc1 (configuration not stated),-2,0,-1,-5,-1,-7,2,1,5,-0.2
CC(C)[C@H](NC(=O)C1CCN(S(=O)(=O)c2ccc(F)cc2)CC1)C(=O)N1CCCCCC1,4,-1,-2,-5,0,3,5,0,5,-1.1
CC(=O)Nc1cc([N+](=O)[O-])ccc1N1CCOCC1,-5,1,-5,0,-1,-3,5,1,5,-1.6

# Going on with the list.
SMILES,MBD2 inh,HTRA1 inh,UHRF1 MBD2 ctr,rCAG binder,PRMT1 FP inh,mABHD4 FP,Rev-erbA mod,LEDGF integ inh,TCR-CD3 inh,PG9 Ab binder
C[C@H](CO)N1C[C@H](C)[C@@H](CN(C)C(=O)c2ccc3ccn(C)c3c2)OCc2cn(nn2)CCCC1=O,-7,-1,0,3,1,3,-1,0,7,-0.8
O=C(COC(=O)c1ccc2c(c1)OCCO2)Nc1ccc(F)cc1F,1,5,-3,2,2,-5,-5,3,8,0.3
NC(=O)c1ccc(-c2nnc(Nc3ccc(S(N)(=O)=O)cc3)c3ccccc23)cc1,-3,-12,-3,6,-1,-8,-6,0,7,-0.1
CCN(CCO)c1ncnc2c1sc1nc(CC(C)C)c3c(c12)CC(C)(C)OC3,-4,-13,-5,1,-2,1,6,1,1,-0.3
CCOc1ccccc1C(=O)NC(C(=O)OCn1nnc2ccccc2c1=O)C(C)C (configuration not stated),-6,-2,-2,0,-7,-3,0,2,4,-0.8
COc1ccccc1CCC(=O)OCC(=O)Nc1ccc(C)c(S(=O)(=O)N2CCCCC2)c1,3,-41,1,0,-1,-3,1,3,6,0.2
Nc1nnc(/C=C/c2ccccc2)s1,-8,6,-7,0,0,-4,-4,1,4,-3.8
O=C(Nc1nnc(SCc2cccc(F)c2)s1)c1ccco1,-3,-3,4,5,5,2,-1,-3,0,-1.2
O=c1[nH]c(CN2CCOCC2)nc2scc(-c3ccccc3)c12,-2,-2,2,0,0,0,1,3,3,0.2
C/C=C/C(=O)OCC(=O)Nc1nc2ccc(C)cc2s1,2,-25,2,10,-2,-8,4,-5,-7,-1.9
O=C(NCc1ccco1)c1cccc2c1C(=O)c1ccc(N3CCC(N4CCCCC4)CC3)cc1S2(=O)=O,-12,-7,-9,12,19,2,-30,8,8,1.6
c1ccc(-c2csc3ncnc(N4CCN(Cc5ccc6c(c5)OCO6)CC4)c23)cc1,0,-6,1,-3,0,6,7,-3,-1,0.2
COc1ccc(C2(C(=O)Nc3ccc(C(=O)O)cc3)CCOCC2)cc1,6,0,12,-4,-3,1,1,0,12,0.5
CCCC(NC(=S)NCC1CCCO1)C12CC3CC(CC(C3)C1)C2 (configuration not stated),7,-1,-3,-8,-9,0,-1,4,7,0.3
CCOc1ccc(C2/C(=C(\O)c3ccc(OC)c(OC)c3)C(=O)C(=O)N2c2cc(C)on2)cc1OC (configuration not stated),3,-2,1,12,6,-4,1,3,-2,-0.3
COc1cccc(NC(=O)c2ccc(S(=O)(=O)N3CCCCC3)cc2)c1,-7,-22,0,4,-5,-3,6,6,-6,-1.2
O=C(CCC(=O)Nc1ccccc1Cl)NNC(=O)COc1ccc([N+](=O)[O-])cc1,0,12,4,1,7,-4,-5,-6,-3,-1.6

# Quoted at random: five records from the list.
SMILES,MBD2 inh,HTRA1 inh,UHRF1 MBD2 ctr,rCAG binder,PRMT1 FP inh,mABHD4 FP,Rev-erbA mod,LEDGF integ inh,TCR-CD3 inh,PG9 Ab binder
CCCCN1C(=O)C(O)(CC(=O)c2ccco2)c2cc(Br)ccc21 (configuration not stated),3,-9,3,1,3,0,-6,-1,-7,0.3
COc1ccc(S(N)(=O)=O)cc1C(=O)OCC(=O)NC(C)(C#N)C1CC1 (configuration not stated),2,-4,3,0,-4,-3,-2,4,-5,-2.3
COc1ccc(S(=O)(=O)NC2CC3CCC2C3)cc1Cl (configuration not stated),0,-14,-3,0,1,-2,-3,2,10,-2.7
Cc1cc(C)c2cc(CN(CCO)C(=O)NC3CCCCC3)c(=O)[nH]c2c1,2,3,0,1,0,-2,-3,0,1,-0.8
COc1cc(-c2nc3sc(C)c(C)c3c(=O)o2)cc(OC)c1OC,-2,0,-1,3,0,5,31*,-3,10,0.9
